Compound activity deposited in PubChem BioAssay by several laboratories.
SUMO1 PPI mod = modulators of SUMO1 protein-protein interactions, primary screen, biochemical, uHTS; Small ubiquitin-related modifier 1 (Homo sapiens), P63165; SUMO1 binding to a labelled peptide, TR-FRET, 1 h; inhibition, % at 20 µM; hit rate 0.33% among 360,000; AID 602429, 2012; in the data active = inhibition above about 37%
MsrA act = bovine MsrA enzyme activators, primary screen, biochemical, absorbance, HTS; purified bovine MsrA, absorbance read-out; activation, % at 10.6 µM; hit rate 0.3% among 360,000; AID 602163, 2012; in the data active = activation above about 7.5%;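 note: 0% = vehicle and 100% = reference activator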
NRP1-CendR mod = modulators of CendR peptide binding to NRP-1, primary screen, biochemical, fluorescence polarization, uHTS; Neuropilin-1 (Homo sapiens), O14786; FAM-RPARPAR peptide binding to NRP-1; inhibition, % at 25 µM; hit rate 0.85% among 360,000;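 active = inhibition or corrected inhibition above about 18%, plus a signal ratio from 0.5 to 1.5, limit read from the data, passing the limit was not always enough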; note: strong numbers were not always called active
Target sequence (O14786 whole entry, looked up): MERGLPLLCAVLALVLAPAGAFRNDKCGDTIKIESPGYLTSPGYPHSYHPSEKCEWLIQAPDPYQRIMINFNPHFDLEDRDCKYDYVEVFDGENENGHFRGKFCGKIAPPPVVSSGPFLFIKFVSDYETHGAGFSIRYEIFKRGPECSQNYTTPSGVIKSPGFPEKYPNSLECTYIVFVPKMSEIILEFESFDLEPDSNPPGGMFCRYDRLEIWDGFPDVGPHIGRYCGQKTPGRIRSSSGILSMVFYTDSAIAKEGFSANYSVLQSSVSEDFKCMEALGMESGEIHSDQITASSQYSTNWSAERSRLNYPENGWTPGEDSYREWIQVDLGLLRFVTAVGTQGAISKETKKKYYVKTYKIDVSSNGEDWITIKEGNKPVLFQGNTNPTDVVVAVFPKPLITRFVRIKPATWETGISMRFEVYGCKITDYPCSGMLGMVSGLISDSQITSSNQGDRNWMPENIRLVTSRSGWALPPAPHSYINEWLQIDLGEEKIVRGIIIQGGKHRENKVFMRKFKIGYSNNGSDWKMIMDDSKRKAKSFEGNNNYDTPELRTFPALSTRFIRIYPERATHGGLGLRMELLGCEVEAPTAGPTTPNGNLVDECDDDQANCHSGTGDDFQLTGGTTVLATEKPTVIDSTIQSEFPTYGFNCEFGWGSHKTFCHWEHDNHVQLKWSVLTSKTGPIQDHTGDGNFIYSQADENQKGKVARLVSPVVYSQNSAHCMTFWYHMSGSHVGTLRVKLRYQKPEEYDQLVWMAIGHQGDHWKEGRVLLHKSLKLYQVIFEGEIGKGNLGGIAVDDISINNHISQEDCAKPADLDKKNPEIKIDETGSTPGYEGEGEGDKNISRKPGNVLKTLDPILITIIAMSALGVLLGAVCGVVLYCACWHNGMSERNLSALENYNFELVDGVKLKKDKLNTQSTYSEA
LMPTP inh = LMPTP phosphatase inhibitors, primary screen, biochemical, fluorescence intensity, uHTS | inhibition, % at 20 µM | recombinant LMPTP-A, OMFP fluorogenic substrate | hit rate 0.22% among 360,000;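 active = compounds that cut the enzyme signal by at least half of the control window in the single-dose screen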;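 note: plate controls were DMSO wells with enzyme plus substrate for no effect and substrate without enzyme for full effect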
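Buffer or medium: Bis-Tris pH 6.0, DTT, detergent; Assay system: LMPTP-A enzyme; Quantity: 0.625 nM enzyme; Detection: endpoint fluorescence intensity; Times: 50 min dark incubation at room temperature; Controls: substrate-only low control, DMSO enzyme-plus-substrate high control; Doses: single 20 µM dose; Read-out: percent inhibition versus substrate-only and uninhibited controls; Reagent: 400 µM OMFP.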
Scp1 inh = Scp-1 phosphatase inhibitors, primary screen, biochemical, colorimetric, uHTS; Carboxy-terminal domain RNA polymerase II polypeptide A small phosphatase 1 (Homo …; Recombinant Scp1, phosphopeptide, malachite green phosphate absorbance; inhibition, % at 20 µM; hit rate 0.88% among 340,000; AID 493091, 2011;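 active = inhibition above about 50% at 20 µM, limit read from the data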;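 note: plate controls were DMSO wells with enzyme for no effect and wells lacking enzyme for full effect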
Target sequence (Q9GZU7 76-261 limits assumed): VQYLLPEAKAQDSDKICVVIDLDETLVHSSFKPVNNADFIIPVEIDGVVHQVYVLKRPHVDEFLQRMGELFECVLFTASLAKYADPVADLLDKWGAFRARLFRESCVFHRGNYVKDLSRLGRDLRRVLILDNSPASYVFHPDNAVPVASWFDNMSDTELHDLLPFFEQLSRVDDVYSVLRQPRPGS
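Test system: SCP-1 phosphatase catalytic domain, residues 76-261; measured by: colorimetric phosphate reagent with accelerator and stabiliser, absorbance at 630 nm; timing: enzyme reaction 45 min at room temperature, colour 5 min, stabilisation 30 min; also added: Phosphorylated 17-residue peptide substrate; compound dosing: one concentration, 20 µM, with 1.0% DMSO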
Tb MetRS inh = T. brucei MetRS inhibitors, primary screen, biochemical, luminescence; purified T. brucei MetRS, ATP depletion, Kinase-Glo luminescence; inhibition, % at 11.9 µM; hit rate 0.4% among 360,000;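 active = inhibition above a per-plate cutoff of the control wells' mean inhibition plus 3 SD, cut at about 5.5% in these data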;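 note: 0% = DMSO wells median and 100% = median of wells with control inhibitor compound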
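Test system: purified T. brucei MetRS enzyme. Also added: ATP, methionine and E. coli bulk tRNA substrates. Compound: 11.9 µM single point. Schedule: 15 min enzyme-compound preincubation, 2 h reaction, 10 min detection, 25 °C. Signal: luciferase luminescence of residual ATP, Kinase-Glo. Evaluation: percent inhibition versus plate control medians. Controls: DMSO wells, low control.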
STEP block = STEP phosphatase inhibitors, primary screen, biochemical, fluorescence intensity, uHTS | AID 588621, 2011 | hit rate 0.25% among 360,000 | Tyrosine-protein phosphatase non-receptor type 5 (Homo sapiens), P54829 | inhibition, % at 20 µM | recombinant STEP, OMFP fluorogenic substrate;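 active = inhibition at 20 µM, scaled per plate between control wells, above about 37%, limit read from the data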;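 note: 0% = DMSO with enzyme and substrate and 100% = substrate only without enzyme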
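Also added – OMFP at 25 µM · Test system – STEP tyrosine phosphatase · Technique – FITC-channel fluorescence of OMFP product · Schedule – 20 min at room temperature, dark · Evaluation – control-normalized % inhibition with plate pattern correction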
DNMT1 inh = human DNMT1 methyltransferase inhibitors, primary screen, biochemical, molecular beacon, fluorescence, HinP1I cleavage, uHTS. DNA (cytosine-5)-methyltransferase 1 (Homo sapiens), P26358. inhibition (reported as % activation of signal), % at 10 µM. hit rate 0.83% among 360,000; in the data active = inhibition above about 50%
MsrA inhibitor = bovine MsrA enzyme inhibitors, primary screen, biochemical, absorbance, HTS | inhibition, % at 15.5 µM | hit rate 0.75% among 360,000 | purified bovine MsrA, absorbance read-out | Methionine sulfoxide reductase A (Bos taurus); in the data active = inhibition above about 4.5%;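 note: 0% = vehicle wells with enzyme and 100% = reference inhibitor wells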
eLon inh = inhibitors of E. coli Lon protease, primary screen, biochemical, fluorescence polarization; AID 602123, 2011; inhibition, % at 7.94 µM; P0A9M0; hit rate 0.42% among 360,000; purified E. coli Lon protease; in the data active = inhibition above about 13%, passing the limit was not always enough;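 note: 0% = enzyme with probe and DMSO and 100% = no enzyme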
* = called active by the depositor; · = no result given.

Order of values – Scp1 inh	Tb MetRS inh	MsrA inhibitor	DNMT1 inh	NRP1-CendR mod	SUMO1 PPI mod	STEP block	eLon inh	MsrA act	LMPTP inh
> OC(COCc1ccccc1)CN1CCN(Cc2ccc3c(c2)OCO3)CC1 (centres undefined)
→ 0.8	-0.5	-0.9	3.1	11.0	-0.1	2.2	-2.3	0.0	-3.4
> Cc1ccsc1/C=N/NC(=O)CN1CCN(Cc2ccccc2)CC1
→ -13.3	2.0	0.4	-2.9	4.6	-8.6	-1.8	6.5	-2.6	-1.2
> CCOc1ccccc1NC(=O)C1C(c2ccccc2)C1(Cl)Cl (centres undefined)
→ ·	-0.2	-0.5	-4.1	5.5	-2.0	1.3	-4.6	0.3	2.7
> Cc1ccc(N=C(NO)c2nonc2N)c(C)c1
→ -5.3	-0.4	-1.1	0.2	15.1	-1.8	-1.2	1.1	-2.8	-0.4
> O=C1C=C(NCc2ccccc2)c2ccccc2C1=O
→ -1.4	0.4	1.9	84.4*	3.7	43.7*	4.7	2.3	9.4*	9.6
> Cc1nn(CCC#N)c(NC(=O)c2ccc(Cl)cc2Cl)c1P(=O)(Nc1ccc([N+](=O)[O-])cc1)N1CCOCC1 (centres undefined)
→ -5.3	-0.8	4.7*	-4.4	0.2	-11.6	3.4	4.0	-9.4	-1.6
> Cc1nn(C)c(C)c1-c1c(C#N)c(N)nc2c1CCCCCC2
→ -4.9	-0.6	0.8	-2.4	4.3	0.8	-4.6	-9.8	-3.7	0.0
> O=C(Nc1ccc(F)cc1)c1cccnc1N1CCOCC1
→ -1.9	-0.2	-0.7	0.7	10.1	-2.9	-10.7	5.6	-1.3	-0.4
> COc1cccc(C2N(c3ccccn3)C(=O)C3CCCN32)c1OC (centres undefined)
→ -3.4	-0.6	0.1	0.8	4.3	-3.5	2.3	-8.7	-2.6	-2.1
> CCCc1c(C(=O)Nc2ccc(C(F)(F)F)cc2)cnn1-c1ccccc1
→ -13.6	-1.0	0.4	0.8	-0.8	-0.1	0.7	-4.9	-6.4	3.0
> CC1=CC2=NC(=O)CC(C)(C(=O)N(CC(=O)NC3CCCC3)Cc3ccc(Cl)cc3)N2C=C1 (centres undefined)
→ -2.3	-0.2	0.4	0.8	7.3	-1.5	1.9	-7.2	-3.7	-1.1
> Cc1ccc(OCCN(C)C(=O)C2CCC(=O)N(CCCN3CCCC3=O)C2)cc1 (centres undefined)
→ -9.6	0.1	0.1	-0.2	13.1	-0.1	-2.7	-0.3	-0.8	-1.2
> Cn1c(=NC(=O)CSCC(=O)N2CCCC2)sc2ccccc21
→ -10.4	-0.1	0.6	1.2	17.8	1.5	-7.7	-7.7	-14.2	1.3
> COC(=O)c1scc(S(=O)(=O)c2ccccc2)c1N
→ -9.6	-0.2	0.1	1.4	-15.1	-1.6	-3.1	2.4	-2.5	-0.9
> COc1ccc(N(Cc2cc3ccc(C)cc3[nH]c2=O)S(=O)(=O)c2ccccc2)cc1
→ -16.0	-0.7	·	-13.2	5.4	11.6	-1.6	-3.8	-6.9	1.4
> C=CCC[C@@H](CCCCC)OC(=O)/C=C/[C@@H](O)[C@H](O)C[C@H](O)CC=C
→ ·	-0.5	0.1	·	-1.2	5.5	·	5.7	1.5	-1.3
> Cc1noc(C)c1COc1ccc(C(=O)OCC(=O)Nc2ccc(C(=O)N(C)C)cc2)cc1
→ 1.4	-0.5	1.3	-7.1	-8.7	0.1	-1.0	4.7	-9.7	0.3
> COc1ccc(S(=O)(=O)N2CCCC2CNC(=O)C(=O)NCCc2ccccc2)cc1 (centres undefined)
→ -6.2	-0.2	-0.8	0.3	-5.5	0.8	3.5	1.8	-1.7	0.5
> COC(=O)c1sccc1-c1ccc(/C=N/OC(=O)c2cccs2)o1
→ -14.4	-0.4	2.4	-5.5	10.6	-15.0	4.2	4.2	-2.0	3.0
> O=C(CSc1nnc(Cc2ccccc2)n1Cc1ccco1)NC1CCCC1
→ -6.2	-0.8	-0.8	3.3	-21.8	1.2	2.3	1.4	-4.5	-1.2
> C=C(C)COc1ccc2c(C)c(CC(=O)N3C[C@H]4C[C@@H](C3)c3cccc(=O)n3C4)c(=O)oc2c1
→ 4.1	-2.0	1.8	-4.0	-4.4	2.6	0.8	0.6	-6.6	1.6
> CCOc1ccc(N(CC(=O)NC(C)C)C(=O)CCC(=O)Nc2ccccn2)cc1
→ 0.4	-0.6	-1.0	-0.4	10.0	-1.3	-2.0	6.8	-0.5	0.2
> CCOc1ccc(S(=O)(=O)N2CCOCC2)cc1NC(=O)CSCc1ccc(C)cc1
→ -6.5	-0.4	3.5	-3.8	-8.3	1.6	1.4	-8.5	-5.0	1.4
> CC#CCN1c2ccccc2[C@]23C[C@@H](C(=O)OC)N(C(C)=O)C2=NC(C(=O)OC)=C(C(=O)OC)[C@H]13
→ -5.6	-0.1	0.8	-0.1	22.2	-0.2	-0.6	-11.9	-0.4	0.5
> CN(C)S(=O)(=O)c1cccc(NC(=O)COC(=O)c2ccc3ccccc3n2)c1
→ -0.1	-0.3	-0.4	-4.7	-13.0	-14.4	-1.5	-3.1	-3.1	-0.2
> O=C(Nc1ccccc1)N(CCc1ccncc1)C1CCCCC1
→ -0.2	-0.4	0.0	-0.5	-9.6	4.0	-3.1	2.8	-1.0	-1.4
> CC(C)Sc1nc2c(c(=O)[nH]c(=O)n2C)n1CCc1ccccc1
→ 0.5	1.6	0.5	4.3	-3.4	-3.0	-0.3	-5.2	-9.3	-0.3
> COc1ccc(OCC(=O)NNC(=O)Cn2c(=O)cnc3ccccc32)cc1
→ -7.6	-0.3	-0.7	-5.5	-6.5	-1.5	2.1	-17.0	-0.4	-0.5
> COc1cccc(-c2csc(N3CCN(C(=S)Nc4ccccc4)CC3)n2)c1
→ 1.5	0.6	0.5	-0.4	-5.9	-1.1	2.9	-6.2	-3.0	1.4
> O=P(c1ccccc1)(c1ccccc1)C1CCCO1 (centres undefined)
→ 3.2	-2.0	-0.6	7.8	-8.9	-0.4	-0.2	-1.2	-14.0	-0.9
> CCC(=O)c1ccc(OCC(O)CN2CCc3ccccc3C2)cc1 (centres undefined)
→ -3.7	-0.4	1.4	-0.7	-0.8	5.6	-1.6	-6.2	4.6	-2.9
> C=C(C)CC(NCCc1ccccc1)c1ccco1 (centres undefined)
→ -1.2	-0.3	-1.4	1.4	3.2	-2.7	-2.0	6.1	-3.1	-1.4
> Cc1c2cnn(CC(=O)O)c(=O)c2c(C)n1Cc1ccccc1
→ -6.5	-0.3	0.1	0.8	-4.1	6.5	2.2	-10.0	-3.3	-1.4
> CC(=O)Oc1cccc(C2=CC(=O)CC(C)(C)C2=O)c1
→ ·	0.5	0.2	7.1	1.7	-23.9	-2.5	3.2	0.0	-2.5
> O=C(Oc1ccccc1)c1ccccc1C(=O)Oc1ccccc1
→ -9.4	-2.2	-0.9	-0.7	1.0	5.6	0.2	8.1	-8.4	2.3
> COc1ccc(N(CC(=O)Nc2ccc(Cl)cc2)S(=O)(=O)c2c(C)n[nH]c2C)cc1
→ -7.9	8.7*	0.1	-4.4	2.4	1.6	-1.1	-2.8	-3.4	-0.3
> COC(=O)[C@@]12CCCCN1[C@H](c1ccc(-c3ccc(OC)cc3)cc1)[C@H]1C(=O)N(C)C(=O)[C@H]12
→ -8.6	-0.2	0.1	-9.6	5.5	2.5	0.2	-1.9	-2.1	2.4
> CC/C(=N\NC(=O)C(N)=O)c1ccccc1O
→ -2.3	-0.5	0.1	4.2	-2.5	-0.6	0.2	-3.4	-9.5	-0.8
> Cc1c(/N=C/c2ccco2)n(Cc2ccccc2)c2ccccc12
→ -4.3	-0.1	0.0	-6.6	-2.7	-3.8	-2.0	9.2	0.5	2.5
> Cc1ccc(-c2cc(C(=O)N3CCOCC3)c3ccccc3n2)cc1
→ -3.6	-0.7	0.7	-4.6	-7.5	-1.8	-3.7	-4.3	0.3	-0.4

A draw from above in order of number of heavy atoms, ascending:
Order of values – Scp1 inh	Tb MetRS inh	MsrA inhibitor	DNMT1 inh	NRP1-CendR mod	SUMO1 PPI mod	STEP block	eLon inh	MsrA act	LMPTP inh
> C=C(C)CC(NCCc1ccccc1)c1ccco1 (centres undefined)
→ -1.2	-0.3	-1.4	1.4	3.2	-2.7	-2.0	6.1	-3.1	-1.4
> O=C(Nc1ccccc1)N(CCc1ccncc1)C1CCCCC1
→ -0.2	-0.4	0.0	-0.5	-9.6	4.0	-3.1	2.8	-1.0	-1.4
> CCC(=O)c1ccc(OCC(O)CN2CCc3ccccc3C2)cc1 (centres undefined)
→ -3.7	-0.4	1.4	-0.7	-0.8	5.6	-1.6	-6.2	4.6	-2.9
> COc1cccc(-c2csc(N3CCN(C(=S)Nc4ccccc4)CC3)n2)c1
→ 1.5	0.6	0.5	-0.4	-5.9	-1.1	2.9	-6.2	-3.0	1.4

Going on with the list:
Order of values – Scp1 inh	Tb MetRS inh	MsrA inhibitor	DNMT1 inh	NRP1-CendR mod	SUMO1 PPI mod	STEP block	eLon inh	MsrA act	LMPTP inh
> Cc1ccc(N2C(=O)N(c3ccc(C)cc3)C3CS(=O)(=O)CC32)cc1 (centres undefined)
→ -14.1	-0.1	1.1	0.9	-1.5	-0.3	-4.3	-2.4	2.1	-1.2
> Cc1ncc(CO)c(CO)c1OCC(O)CN1CCN(c2ccc(F)cc2)CC1 (centres undefined)
→ ·	-0.5	-0.1	-1.9	6.1	2.4	0.2	3.5	-3.4	-1.5
> CCOC(=O)c1c(NC(=O)CSc2ncnc3ccccc23)sc(C(C)=O)c1C
→ -1.2	-0.9	1.2	-9.2	-4.4	0.1	2.5	-4.0	-4.2	2.8
> O=C(N=C1SC2CS(=O)(=O)CC2N1c1ccc(F)c(Cl)c1)C1CCCO1 (centres undefined)
→ -5.2	0.3	1.0	-3.5	14.8	2.1	-1.5	8.5	-1.4	-1.8
> Cc1[nH]c(=O)[nH]c(=O)c1S(=O)(=O)N1CCCC(C(=O)NCCC2=CCCCC2)C1 (centres undefined)
→ -4.7	-1.2	0.5	1.2	-1.8	0.0	1.4	-10.1	-6.9	-1.0
